CHO-K1 Ca antag – nonselective inhibitor or artifact in parental CHO-K1 cells; ATP-induced calcium, Fluo-8 fluorescence; inhibition, % at 3 µM; 0.6% of 360,000 active; AID 602250;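 active means inhibition above a per-plate cutoff, the plate's mean sample inhibition plus 3 SD, cut at about 24% in these data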;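 further: 0% = DMSO plus EC80 ATP and 100% = DMSO alone without ATP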
CHO-K1 Ca PAM – counter-screen for M1 PAMs: effect in parental CHO-K1 cells; 0.02% of 360,000 active; AID 602247; ATP EC20, Fluo-8 calcium fluorescence; 0% at ATP EC20, 100% at ATP max; activation, % at 3 µM;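 active means activation above the run cutoff, the mean activation of all test compounds plus 3 SD, cut at about 40% in these data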;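 further: peak over basal fluorescence ratio in a 140 s read after ATP addition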
M1 ag parental – nonselective activator or artifact in parental CHO-K1 cells; Fluo-8 calcium fluorescence; scaled to maximal ATP response, vehicle zero; 0.48% of 360,000 active; activation, % at 3 µM; AID 602248; in the data active means activation above about 15%;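 further: untransfected CHO-K1 host cells lacking M1 receptor as counterscreen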
TAAR1 agonist – agonists of human TAAR1; Q96RJ0; CHO RD-HGA16 TAAR1, Fluo-8 calcium fluorescence; vehicle wells 0%, saturating PEA agonist 100%; activation, % at 3 µM; 0.99% of 360,000 active; AID 624467;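 active means activation above the mean activation of all test compounds in the run plus 3 SD, cut at about 38% in these data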
Target sequence (Q96RJ0 whole entry, looked up): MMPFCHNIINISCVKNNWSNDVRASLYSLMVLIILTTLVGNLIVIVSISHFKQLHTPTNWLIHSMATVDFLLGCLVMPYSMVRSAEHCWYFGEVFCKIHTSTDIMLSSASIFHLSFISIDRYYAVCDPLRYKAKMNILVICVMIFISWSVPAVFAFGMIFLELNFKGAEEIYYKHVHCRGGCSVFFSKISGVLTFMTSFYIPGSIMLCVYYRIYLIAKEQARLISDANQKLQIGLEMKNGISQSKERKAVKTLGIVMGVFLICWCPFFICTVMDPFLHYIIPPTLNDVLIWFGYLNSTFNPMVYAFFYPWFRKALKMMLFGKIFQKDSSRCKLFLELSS
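System: CHO-derived RD-HGA16 cells with stable Gα16 and human TAAR1. Times: 17-24 h plating, Fluo-8 75 min 37 °C, 30 min RT. Measured by: calcium-sensitive Fluo-8 signal, excitation 470-495, emission 515-575 nm. Read-out basis: % activation relative to PEA EC100 response. Control set: DMSO and PEA EC100. Repeats: no replicates (n 1).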
M1 PAM – potentiates human M1 receptor response to acetylcholine; P11229; CHO-K1 hM1, Fluo-8 calcium fluorescence, ACh EC20; 0% = ACh EC20, 100% = maximal ACh; activation, % at 3 µM; 0.088% of 360,000 active; in the data active means activation above about 19%, passing the limit was not always enough
Target sequence (P11229 whole entry, looked up): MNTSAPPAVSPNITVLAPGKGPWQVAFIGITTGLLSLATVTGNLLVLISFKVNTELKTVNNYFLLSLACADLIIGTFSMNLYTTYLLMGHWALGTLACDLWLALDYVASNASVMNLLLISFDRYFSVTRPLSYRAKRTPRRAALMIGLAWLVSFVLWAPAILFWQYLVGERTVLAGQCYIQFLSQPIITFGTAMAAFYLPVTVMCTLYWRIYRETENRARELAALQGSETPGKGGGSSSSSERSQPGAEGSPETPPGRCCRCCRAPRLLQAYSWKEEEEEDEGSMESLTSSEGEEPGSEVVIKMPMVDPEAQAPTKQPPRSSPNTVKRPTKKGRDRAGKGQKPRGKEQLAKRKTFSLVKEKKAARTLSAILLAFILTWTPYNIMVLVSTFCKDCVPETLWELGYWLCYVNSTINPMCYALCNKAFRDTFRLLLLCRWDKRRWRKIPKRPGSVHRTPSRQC
TAAR1 antagonist – human TAAR1 antagonism. CHO RD-HGA16 TAAR1, Fluo-8 calcium fluorescence, antagonist. inhibition, % at 3 µM. 1.5% of 360,000 active;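 active means inhibition above a per-plate cutoff, the mean inhibition of test compounds on that plate plus 3 SD, cut at about 49% in these data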;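 further: 0% = DMSO plus EC80 beta-PEA response and 100% = DMSO alone without agonist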
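Material: CHO RD-HGA16 cells bearing hTAAR1; compound dosing: one-point dosing, 3 µM nominal final; schedule: dye loading 75 min at 37 °C, then 30 min room temperature; measured by: calcium fluorescence with Fluo-8; control set: vehicle and agonist controls; replication: n of 1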
M1 ag – activates human CHRM1 receptor. P11229. CHO-K1 hM1, Fluo-8 calcium fluorescence, agonist mode; 0% DMSO, 100% acetylcholine EC100. activation, % at 3 µM. 0.33% of 360,000 active. AID 588814;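 active means activation above the run's mean compound activation plus 3 SD, cut at about 16% in these data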;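 further: peak over basal fluorescence ratio within a 140 s kinetic read after compound addition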
CHRM1 antagonist – blocks human M1 muscarinic receptor | P11229 | inhibition, % at 3 µM | CHO-K1 hM1, Fluo-8 calcium fluorescence, ACh EC80 antagonist | 1.3% of 360,000 active;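 active means percent inhibition above its own plate's cutoff, namely the mean of that plate's compound wells plus 3 SD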;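 further: peak over basal fluorescence ratio during 140 s after agonist addition; 0% = ACh EC80 plus DMSO and 100% = DMSO alone without agonist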
CHO parental Ca – signal in parental CHO cells, OX1R antagonist counter-screen; parental CHO-K1, ATP-induced calcium, Fluo-8 fluorescence; inhibition, % at 5.6 µM; 0.63% of 330,000 active; AID 463079;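 active means inhibition above that plate's mean sample inhibition plus 3 SD, cut at about 26% in these data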;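 further: 0% = ATP-challenged DMSO wells and 100% = DMSO wells without ATP; some compounds past the cut are filed as inactive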
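material = parental CHO cells | also added = ATP as calcium-mobilizing challenge | dosing = single point at 5.6 µM | detection = intracellular calcium via Fluo-8 no-wash fluorescent dye | read-out = % inhibition | benchmarks = low control ATP plus DMSO, high control DMSO only | repeats = one well per compound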
* marks the source's active call; other numbers are inactive results; x = no result given.

compound,CHO-K1 Ca PAM,M1 ag parental,CHO parental Ca,TAAR1 agonist,M1 PAM,TAAR1 antagonist,CHO-K1 Ca antag,CHRM1 antagonist,M1 ag
Cc1ccsc1S(=O)(=O)N1CCC(CO)(CC2CCCCO2)CC1 (stereo not drawn),22.1,5.7,-3.3,14.8,13.6,-9.9,-20.0,-9.0,0.9
CN(CC(=O)Nc1ccc(S(=O)(=O)N2CCCC2)cc1)Cc1cccc(Cl)c1Cl,22.3,4.3,-15.6,7.3,-27.4,20.6,-2.9,23.2,-12.4
COc1ccc(S(=O)(=O)NC(C)C(=O)O)cc1 (stereo not drawn),5.9,0.2,0.2,3.1,1.6,-8.3,4.5,1.2,-4.7
CN(C)/C=C/C(=O)c1cccc([N+](=O)[O-])c1,-14.8,4.9,-12.5,1.1,-24.7,-19.2,16.0,30.7,-3.2
Cc1ccc(OC(=O)CCC(=O)NC(C)c2ccccc2)cc1 (stereo not drawn),15.8,-0.3,-10.6,0.8,7.0,-10.5,-1.9,-7.0,-4.9
COc1ccc(/C=C2\SC(=S)N(CCCC(=O)NNC(=O)c3ccccc3O)C2=O)cc1,-1.8,0.4,8.4,2.1,3.0,-5.7,-6.1,-4.1,-6.1
COc1ccc(Cn2c(O)c(C=Nc3ccccc3C(=O)O)c3ccccc3c2=O)cc1,14.2,-0.6,-4.6,-1.9,8.2,-86.2,-9.3,-5.6,-1.4
CCCc1ccc(C(=O)NNc2ccccc2F)cc1,13.2,0.8,-5.6,0.8,2.3,1.4,-6.1,-11.2,-3.5
Cc1ccc(-c2nnn(CC(=O)NCCc3ccc4c(c3)OCO4)n2)o1,8.0,0.3,7.6,5.8,2.1,2.2,-4.4,-3.5,-3.7
O=C(Nc1ccc(Cl)cn1)C1CCCN(c2ncnc3c2nc2n3CCCCC2)C1 (stereo not drawn),-9.2,4.1,-27.6,2.2,-0.6,-24.4,-5.8,4.4,-2.0
CCCCN1C[C@H](CSC)[C@@H](CC(=O)Nc2ccc(OC)cc2)C1=O,26.3,0.6,x,4.7,12.7,-4.6,-11.6,-10.7,-1.4
CC(C)c1cc(=O)n2[nH]c(SCc3ccc(Cl)cc3)nc2n1,14.4,3.1,-4.9,-0.3,3.6,-6.6,-7.3,2.1,-1.7

Other results.
compound,CHO-K1 Ca PAM,M1 ag parental,CHO parental Ca,TAAR1 agonist,M1 PAM,TAAR1 antagonist,CHO-K1 Ca antag,CHRM1 antagonist,M1 ag
CCCOc1ccc(NC(=O)CNC(=O)c2cc(OC)cc(OC)c2)cc1OCCC,-6.0,-0.1,-8.6,-2.9,8.0,-2.4,-11.8,-6.9,-1.9
[O-]/C(=C(\C(=S)NCc1ccc2c(c1)OCO2)[n+]1ccccc1)c1ccc(Cl)s1,-11.8,0.0,-5.3,2.9,-2.5,4.2,10.3,2.7,-4.3
CC(C)N(Cc1ccccc1)S(=O)(=O)c1ccc(F)cc1,-18.5,-0.3,5.6,1.1,-3.4,-20.6,4.7,11.2,-9.1
On1c(-c2ccccc2Cl)nc2ncccc21,-1.4,1.5,1.9,5.1,3.5,-18.6,-9.5,-7.6,-0.2
Cc1cc(/C=N/Nc2ccc([N+](=O)[O-])cn2)c(C)n1-c1cccc(C(=O)O)c1,4.5,-0.9,11.9,-0.6,16.4,2.3,-5.0,-21.2,-0.5
Cc1cccc(-c2nc(CS(=O)CC(=O)N3CCc4ccccc4C3)c(C)o2)c1 (stereo not drawn),-10.6,-0.2,-21.9,x,-3.3,x,16.2,-1.8,-9.2
Cc1cc(C)cc(-n2c(=O)c3sccc3n(CC(=O)NCc3ccco3)c2=O)c1,-16.5,-0.4,-9.4,2.6,-3.7,1.3,10.8,3.4,-2.9
CN(C)CCCNC(=S)N(CCO)Cc1cc2cc3c(cc2[nH]c1=O)OCO3,-17.8,-0.1,-0.4,7.5,9.1,-20.1,13.9,-11.9,-7.3
CN1CCN(C(=S)c2ccc([N+](=O)[O-])cc2)CC1,18.1,0.7,-8.2,0.9,13.3,-19.2,-1.8,-7.2,-7.1
CCNC(=O)C1(C)CCCN(C(=O)c2ccc(OC)c(F)c2)C1 (stereo not drawn),19.2,1.0,x,0.8,5.3,-2.4,-7.7,-12.6,-3.0
CC(C)(Oc1ccc(Br)cc1)C(=O)N1CCc2ccccc21,15.9,-0.5,-30.7,3.6,0.6,-9.5,-15.5,-2.9,-6.3
O=C(Nc1nnc(C2CC2)s1)c1cccnc1Oc1ccc(Cl)cc1,14.0,0.9,-11.5,9.1,10.7,-19.1,-5.0,-15.7,-3.2

Two entries picked at random from those above:
compound,CHO-K1 Ca PAM,M1 ag parental,CHO parental Ca,TAAR1 agonist,M1 PAM,TAAR1 antagonist,CHO-K1 Ca antag,CHRM1 antagonist,M1 ag
Cc1cc(/C=N/Nc2ccc([N+](=O)[O-])cn2)c(C)n1-c1cccc(C(=O)O)c1,4.5,-0.9,11.9,-0.6,16.4,2.3,-5.0,-21.2,-0.5
CCNC(=O)C1(C)CCCN(C(=O)c2ccc(OC)c(F)c2)C1 (stereo not drawn),19.2,1.0,x,0.8,5.3,-2.4,-7.7,-12.6,-3.0

Next records
compound,CHO-K1 Ca PAM,M1 ag parental,CHO parental Ca,TAAR1 agonist,M1 PAM,TAAR1 antagonist,CHO-K1 Ca antag,CHRM1 antagonist,M1 ag
CCCCn1c(N)c(N(CC)C(=O)CN2C(=O)NC(C)(c3ccccc3)C2=O)c(=O)[nH]c1=O (stereo not drawn),4.0,1.4,1.5,4.1,11.4,-18.5,-6.7,-14.7,-2.4
O=C(CCCCCCCCC(=O)N/N=C/c1ccco1)N/N=C/c1ccco1,-11.6,-0.5,-8.0,3.1,7.2,10.5,16.3,-0.4,-0.1
COc1cc(F)ccc1-c1csc(C(NC(C)=O)c2cccc(F)c2)n1 (stereo not drawn),9.1,2.7,x,0.1,-2.5,-10.9,4.7,8.6,-5.6
CCOc1cc2nc(-c3ccc(OC)c(OC)c3)nc(NCCCN3CCOCC3)c2cc1OC,-4.4,0.2,-23.5,7.4,6.9,-10.6,-0.8,-12.8,-4.8
Cc1nn(-c2ccccc2)c(OC(=O)c2cccs2)c1S(=O)(=O)c1ccc([N+](=O)[O-])cc1,-5.8,0.5,-10.4,13.5,12.9,-7.9,-8.4,-14.3,0.3
Cc1ccc(NC(=O)[C@H](Cc2ccccc2)NC(=O)C2CCNCC2)cc1,6.7,0.3,-7.0,0.6,-1.3,-8.0,-21.4,-3.7,-1.8
CCOc1ccc(S(=O)(=O)NCc2cccnc2)cc1NC(=O)c1ccccc1F,-1.2,0.1,-20.9,-1.3,22.4,2.4,-13.8,-13.6,1.5
O=[N+]([O-])c1ncccc1OCc1ccccc1Br,5.3,-0.4,-19.9,-1.2,3.3,1.1,-10.9,-1.8,-8.9
Cc1ccc(-c2nnc(Nc3ccc4c(c3)OCO4)c3ccccc23)cc1S(=O)(=O)NC(C)C,14.5,2.4,31.1*,3.5,-8.3,24.0,0.2,9.8,-7.9
O=C(NCc1ccccc1)C1=C[C@@H](C2CC2)C[C@@H](OCCCCO)O1,8.2,1.0,-4.9,15.9,8.7,-3.2,-10.3,-4.4,-2.7
COc1ccc(S(=O)(=O)N2CCC(C(=O)NCCC(=O)Nc3cccc(Cl)c3)CC2)cc1,11.0,6.7,-7.1,4.5,-8.3,8.9,1.3,22.4,-0.2
CCOc1cc(NS(=O)(=O)c2ccccc2)c(OCC)cc1NC(=O)c1ccco1,12.0,1.4,-14.5,10.6,3.4,5.9,-5.1,0.1,-6.2

Further structures:
compound,CHO-K1 Ca PAM,M1 ag parental,CHO parental Ca,TAAR1 agonist,M1 PAM,TAAR1 antagonist,CHO-K1 Ca antag,CHRM1 antagonist,M1 ag
O=[N+]([O-])c1cccc(Cl)c1NCCNS(=O)(=O)c1ccc(Cl)cc1,12.3,1.2,-20.8,-2.3,-0.7,-3.2,-4.4,-0.7,-9.2
Cc1ccc(Cn2cc(-c3ccccc3)nn2)cc1,12.0,0.7,-5.9,7.0,0.9,5.8,-8.1,0.1,-2.4
N#CC(Nc1ccccc1)c1ccccc1OCc1ccccc1 (stereo not drawn),17.6,0.5,15.0,10.2,9.2,-2.2,-2.5,-5.1,-4.8
COc1ccc(CCNC(=O)COC(=O)CCC(=O)c2ccc(F)cc2)cc1,17.9,1.0,-8.9,1.9,15.1,-18.8,-16.1,-10.2,-0.7
CCCC(=O)Nc1nnc(S(=O)(=O)N(CC)c2ccccc2)s1,4.0,8.5,-1.5,4.4,-8.6,-3.1,2.7,8.7,-2.1
Cc1cc(-c2c(C)[nH]n(-c3ccccc3)c2=O)n[nH]1,-8.1,-0.3,0.9,2.3,10.4,4.5,-0.8,3.4,-1.6
COc1ccc(S(=O)(=O)NC2CC(C)(C)NC(C)(C)C2)c2ccccc12,-4.7,0.2,-0.8,2.7,16.0,-19.1,7.7,-14.2,6.4
Nc1nonc1C(=O)NCCNCc1cc(Br)ccc1OCc1ccc(F)cc1,2.7,5.4,19.6,13.6,-12.1,28.9,13.3,14.8,-1.4
Cc1ccc(C(=O)c2cc([N+](=O)[O-])ccc2N2CCN(C)CC2)cc1,18.6,1.0,-14.6,10.4,-10.0,2.8,0.2,-12.4,-5.0
NC1=C(Cl)C(=O)c2ccccc2C1=O,0.6,0.0,x,2.8,1.2,-11.1,-4.2,0.3,-0.1
COC(=O)C(NC(=O)C(NC(=O)c1ccccc1)C(C)C)C(C)C (stereo not drawn),8.0,-0.1,-12.3,8.7,2.4,-12.0,2.0,-2.1,-4.2
O=C(N/N=C/c1ccoc1)c1ccccc1Br,6.1,1.8,x,-0.4,2.9,0.6,0.3,0.7,-1.9

The results go on.
compound,CHO-K1 Ca PAM,M1 ag parental,CHO parental Ca,TAAR1 agonist,M1 PAM,TAAR1 antagonist,CHO-K1 Ca antag,CHRM1 antagonist,M1 ag
COc1ccc(NS(=O)(=O)c2ccc(N3CCOCC3)c(NC(=O)c3ccccc3Cl)c2)cc1,13.6,1.2,-14.4,0.6,-7.1,-19.8,-7.9,9.3,1.4
Cc1sc(NC(=O)CCS(=O)(=O)c2ccccc2)c(C#N)c1C,0.1,1.9,-23.0,0.3,0.9,-13.9,3.4,-5.8,-5.2
CCc1cc(C(=O)N2CCCC(CNS(=O)(=O)c3cccs3)C2)n(C)n1 (stereo not drawn),20.1,5.4,-31.8,7.4,18.1,-18.1,-25.6,-23.1,2.5
Cc1cnc(C(=O)N2CCc3c([nH]c4ccccc34)C2c2ccc(F)cc2)cn1 (stereo not drawn),27.6,0.8,-10.7,6.4,4.7,4.2,-9.3,-11.3,-7.3
CCOc1cc(/C=C2\SC(=O)N(CC(=O)Nc3ccccc3F)C2=O)cc([N+](=O)[O-])c1O,17.1,-0.1,6.4,-0.3,7.3,-34.7,1.6,6.5,-1.2
COc1cc(C(c2oc(CO)cc(=O)c2O)c2oc(CO)cc(=O)c2O)cc(OC)c1OC,19.6,0.8,4.1,5.2,10.0,-5.7,-10.8,-7.8,-4.2
Cn1c(N)c(C(=O)COC(=O)c2ccccc2C(F)(F)F)c(=O)n(C)c1=O,3.1,1.1,-1.3,5.2,-6.7,14.2,11.0,16.3,-0.4

Screening data deposited in PubChem BioAssay by The Scripps Research Institute Molecular Screening Center.
